TRPN1 ag – zebrafish TRPN1 (NompC) channel agonism | 220,000 tested, 0.18% active | activation, % at 3 µM | HEK293 zebrafish TRPN1-YFP, Fluo-8 calcium fluorescence; 100% = response to 87 µM carbachol;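 active means activation above its plate's cutoff, the mean activation of test wells on that plate plus 3 SD, cut at about 19% in these data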;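 further: 0% = DMSO alone and 100% = 87 µM carbachol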
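Material: zebrafish TRPN1-YFP in HEK293 cells; Doses: single test compound dose, 3 µM nominal, 0.3% DMSO; Timing: dye loading 1 h at 37 °C, then 30 min room temperature; Technique: intracellular calcium fluorescence with Fluo-8; Benchmarks: high carbachol 87 µM, low DMSO alone.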
NPY-Y2 PAM-ag – human NPY-Y2 potentiation or agonism, primary screen. P49146. cells expressing NPY-Y2, potentiator/agonist read-out. activation, % at 3.6 µM. 220,000 tested, 0.45% active; in the data active means activation above about 27%;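 further: cells stimulated with NPY near EC25 plus isoproterenol at EC100; 0% = vehicle plus submaximal agonist and 100% = vehicle plus saturating agonist; some results beyond the cut were filed as inactive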
Target sequence (P49146 whole entry, looked up): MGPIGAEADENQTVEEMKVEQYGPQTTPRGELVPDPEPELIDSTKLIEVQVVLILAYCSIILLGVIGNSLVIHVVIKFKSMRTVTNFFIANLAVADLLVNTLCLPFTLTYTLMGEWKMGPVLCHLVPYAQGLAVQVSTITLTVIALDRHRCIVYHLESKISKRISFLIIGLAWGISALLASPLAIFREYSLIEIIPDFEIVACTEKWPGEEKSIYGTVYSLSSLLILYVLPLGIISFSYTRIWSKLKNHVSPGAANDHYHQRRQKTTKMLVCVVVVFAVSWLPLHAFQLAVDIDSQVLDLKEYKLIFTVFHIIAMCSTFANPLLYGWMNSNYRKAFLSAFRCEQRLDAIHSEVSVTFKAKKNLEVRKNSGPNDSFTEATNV
S1P4 antagonist – human S1P4 receptor antagonism; S1P4-expressing cells, antagonist mode, reporter read-out; inhibition, % at 4.98 µM; 220,000 tested, 0.26% active; AID 1510; in the data active means inhibition above about 29%;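 further: 0% = wells stimulated with agonist and 100% = vehicle wells without agonist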
CHOP inhibitor – CHOP inhibition in unfolded protein response; CHO-K1 CHOP-promoter luciferase, tunicamycin-induced, 15-18 h; inhibition, % at 10 µM; 220,000 tested, 3.8% active;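 active means compounds that reduced the stress-induced luciferase reporter signal by more than about 70% of percent inhibition, limit read from the data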;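 further: 0% = tunicamycin plus vehicle and 100% = wells without tunicamycin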
S1P4 agonist – human S1P4 receptor agonism; O95977; S1P4-expressing cell line, agonist reporter assay; activation, % at 4.98 µM; 220,000 tested, 0.35% active; in the data active means activation above about 11%;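 further: 0% = DMSO vehicle and 100% = reference agonist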
EP2 modulator – EP2 receptor (human) modulation; P43116; EP2-expressing cells, cAMP HTRF FRET, PGE2 co-stimulation; induction, % at 25 µM; 260,000 tested, 0.83% active; AID 940;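 active means compounds whose cAMP rise, as percent of the full-agonist control response, exceeds 60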;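 further: rat C6 glioma line stably carrying human EP2 under a CMV promoter; the protocol text gives 20 µM as final concentration; 100% = response of wells given 1 µM PGE2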
Target sequence (P43116 whole entry, looked up): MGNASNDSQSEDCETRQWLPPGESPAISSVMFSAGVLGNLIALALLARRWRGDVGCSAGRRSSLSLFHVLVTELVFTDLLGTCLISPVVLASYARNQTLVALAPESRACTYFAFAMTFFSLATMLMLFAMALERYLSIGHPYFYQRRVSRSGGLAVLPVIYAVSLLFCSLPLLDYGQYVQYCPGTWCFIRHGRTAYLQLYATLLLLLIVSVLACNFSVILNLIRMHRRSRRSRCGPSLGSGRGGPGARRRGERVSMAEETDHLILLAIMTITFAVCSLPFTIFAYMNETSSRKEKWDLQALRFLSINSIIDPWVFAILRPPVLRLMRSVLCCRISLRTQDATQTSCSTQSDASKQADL
TRPML3 ag – activates the human TRPML3 channel; activation, % at 3 µM; AID 1448; HEK293 TRPML3-YFP, Fluo-8 calcium fluorescence; 100% = the carbachol control signal; 220,000 tested, 0.29% active; Q8TDD5;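 active means activation above its plate's cutoff, the mean activation of the plate's test wells plus 3 SD, cut at about 12% in these data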;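 further: 0% = DMSO only wells and 100% = carbachol wells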
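Test system: TRPML3-YFP stable HEK293 cells. Doses: single point at 3 µM. Incubation: dye loading 1 h 37 °C then 30 min ambient, 125 s read. Signal: Fluo-8 calcium dye fluorescence, ex 470-495, em 515-575 nm. Measure: percent activation from peak-to-basal fluorescence ratio, scaled between DMSO and carbachol.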
NPY-Y1 antag – NPY-Y1 (human) receptor antagonism | P25929 | HEK293-CNG Y1 cells, membrane potential fluorescence; NPY at EC95, then isoproterenol | inhibition, % at 3.6 µM | 200,000 tested, 1% active;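 active means inhibition above the campaign mean inhibition of all tested compounds plus 3 SD, cut at about 20% in these data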;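 further: 0% = DMSO wells given NPY plus isoproterenol and 100% = isoproterenol alone without NPY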
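Test system – HEK293 Y1/CNG channel cell line · Also added – NPY agonist 25 nM, then isoproterenol 1 µM plus Ro 20-1724 25 µM · Compound dosing – one concentration, 3.6 µM, in 0.4% DMSO · Schedule – compound incubation 1 h at room temperature, readout 45 min post-stimulation · Technique – fluorescence, membrane potential probe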
NPY1 pot ag – potentiators or agonists of human neuropeptide Y receptor Y1 | NPY-Y1 expressing cells, potentiator/agonist activation | AID 1304 | P25929 | activation, % at 3.6 µM | 220,000 tested, 0.37% active; in the data active means activation above about 33%, passing the limit was not always enough;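 further: cells stimulated with NPY at EC10 then isoproterenol at EC100; 0% = low agonist plus stimulus and 100% = saturating agonist plus stimulus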
* marks the source's active call; other numbers are inactive results; . = no result given; & = joins results of further samples; ! = repeats disagree.

SMILES	TRPN1 ag	NPY-Y2 PAM-ag	S1P4 antagonist	CHOP inhibitor	S1P4 agonist	EP2 modulator	TRPML3 ag	NPY-Y1 antag	NPY1 pot ag
CCC(c1nnnn1Cc1ccco1)N(Cc1ccccc1OC)Cc1cc2cc(C)ccc2[nH]c1=O (stereo not given)	1.1	1	-3	39	0.2	47	0.2	3	-4
O=C(NCc1cccs1)C1CCCN(c2ncccn2)C1 (stereo not given)	-1.2	-1	-37	21	-1.8	12	0.4	4	10
COc1ccc(N2C(=O)CC(N3CCC(O)(c4ccc(Br)cc4)CC3)C2=O)cc1 (stereo not given)	1.9	-7	13	29	-1.3	-14	0.8	-2	2
Cc1ccc(-c2nc(CSc3nc4ccccc4c(=O)n3CCO)cs2)cc1	-0.7	-10	-7	48	-0.2	-62	0.1	8	-17
CCCCn1c(=O)c(Cc2ccccc2)c(O)c2ccccc21	-1.0	-1	1	33	-3.4	36	0.4	3	14
Cc1c(F)cccc1NS(=O)(=O)c1ccc2c(c1)c(=O)n(C)c(=O)n2C	-0.2	-20	-2	2	-1.6	0	-0.5	5	2
Cc1ccccc1C(=O)Nc1ccccc1-c1nnn(CC(=O)Nc2ccc3c(c2)OCCO3)n1	2.1	10	-17	40	0.2	-9	0.7	-1	16
Cc1cc(C(=O)O)ccc1-c1ccc(/C=C2\NC(=O)N(Cc3ccccc3Cl)C2=O)o1	0.5	-5	-5	73*	2.3	-77	0.3	7	8
Cc1ccc(-c2cc(C(=O)Nc3cc(C)on3)c3ccccc3n2)c(C)c1	1.1	-41	22	64	0.0	39	-0.1	35*	-115
Cc1cccc(NC(=O)Nc2cccc(C)n2)n1	1.2	-10	0	-23	-2.5	6	0.2	3	-1
CCSc1ccccc1C(=O)NCCCn1ccnc1	0.6	7	-3	36	-0.7	11	-0.8	-3	13
COc1ccccc1-n1c(CNC(=O)c2ccco2)nnc1SCC(=O)Nc1cc(C)ccc1C	-0.5	18	-13	-9	-1.4	-9	-0.1	3	1
Cn1c(CNC(=O)c2ccccc2F)nnc1SCCOc1ccccc1	1.1	-9	10	13	-1.0	-10	0.5	1	-4
CC(C)(CNc1ccc([N+](=O)[O-])cc1C#N)N1CCOCC1	0.3	2	0	15	1.4	-7	1.5	2	5
Cn1c(=O)c([N+](=O)[O-])c(NC2CCS(=O)(=O)C2)c2ccccc21 (stereo not given)	1.3	9	-19	20	0.4	20	1.2	.	29
CCC(CC)C(=O)N1CCN(Cc2nc3ccccc3c(=O)[nH]2)CC1	-0.9	13	5	-13	1.2	18	0.4	4	7
Cc1nc(CCNC(=O)CC2C(=O)NCCN2Cc2ccccc2F)sc1C (stereo not given)	0.9	-9	-2	6	0.9	25	0.5	.	7
COc1ccc(N=C2S/C(=C\c3ccco3)C(=O)N2CC(C)C)cc1	-1.2	7	-15	-24	0.4	6	-0.1	7	5
CC1(C)N(OCc2ccccc2)C(=O)C(=O)N(OCc2ccccc2)C1(C)C	2.7	3	-2	18	1.8	14	1.0	4	-4
COc1cccc(CC2(CO)CCCN(CC3=Cc4cc(Cl)ccc4OC3)C2)c1 (stereo not given)	-0.7	-11	-12	43	1.5	-58	-0.1	6	5

Three compounds from above, arranged by their value in CHOP inhibitor, descending.
compound | NPY-Y2 PAM-ag | S1P4 antagonist | CHOP inhibitor | S1P4 agonist | EP2 modulator | TRPML3 ag | NPY-Y1 antag | NPY1 pot ag
Cc1ccccc1C(=O)Nc1ccccc1-c1nnn(CC(=O)Nc2ccc3c(c2)OCCO3)n1 | 10 | -17 | 40 | 0.2 | -9 | 0.7 | -1 | 16
Cc1c(F)cccc1NS(=O)(=O)c1ccc2c(c1)c(=O)n(C)c(=O)n2C | -20 | -2 | 2 | -1.6 | 0 | -0.5 | 5 | 2
COc1ccccc1-n1c(CNC(=O)c2ccco2)nnc1SCC(=O)Nc1cc(C)ccc1C | 18 | -13 | -9 | -1.4 | -9 | -0.1 | 3 | 1

(list continues)
SMILES	TRPN1 ag	NPY-Y2 PAM-ag	S1P4 antagonist	CHOP inhibitor	S1P4 agonist	EP2 modulator	TRPML3 ag	NPY-Y1 antag	NPY1 pot ag
COc1ccc(NC(=O)c2ccco2)c([N+](=O)[O-])c1	1.3	2	4	10	1.1	4	0.1	-2	8
COc1ccccc1N(C)S(=O)(=O)c1ccc(C(=O)NC2=NCCS2)cc1	0.2	-4	-31	5	0.1	-7	0.6	2	8
Cn1ncc(C#N)c1/N=C/N1CCOCC1	-0.4	-15	-26	37	-0.9	10	-0.2	-1	1
Cn1c(=O)c2c(nc(SCC(=O)NCC3CCCO3)n2Cc2ccc(F)cc2)n(C)c1=O (stereo not given)	-0.4	-10	1	-12	0.2	4&-7	0.1	3	-3
Oc1c(N=NC(=S)Nc2ccccc2F)c2ccccc2n1Cc1ccccc1F	-0.8	6	2	-3	-1.4	9	0.9	10	-24
COc1ccccc1NS(=O)(=O)c1cccc(NC(=O)c2nc3nc(C)cc(C)n3n2)c1	-0.5	-2	-16	-10	4.5	-31	1.2	-2	2
Cc1ccc(C)c(NC(=O)C(Sc2ncnc3ccccc23)c2ccccc2)c1 (stereo not given)	-0.6	5	-14	33	-2.2	-13	1.0	-2	-17
C/C(CCC1CC(C)OC1=O)=N\NC(N)=O (stereo not given)	-0.9	4	1	-14	0.4	19	0.5	.	-3
Cc1ccccc1-c1n[nH]c(=S)n1/N=C/c1c(C)nn(-c2ccccc2)c1C	1.1	7	-8	30	3.0	22	0.4	-5	15
CCCC(C)C(=O)Nc1ccc(C(N)=O)cc1 (stereo not given)	-0.8	10	9	24	-0.8	-17	0.3	1	5
O=C(CN=C1NC(=O)C(c2ccccc2)(c2ccccc2)N1)NCc1ccc(F)cc1	-0.7	-10	-14	-4	-0.2	15	0.6	2	3
COc1ccc(-c2noc(CCC(=O)NCCN3CCN(c4ccccc4F)CC3)n2)cc1	6.3	-8	-8	53	0.3	1	2.8	0	5
COc1ccc(Br)cc1C1Nc2ccccc2C(=O)N1NC(=O)c1ccncc1 (stereo not given)	2.0	-20	-19	8	0.0	-7	0.4	6	-3
COc1cccc(N2CCN(C(=O)c3cccn4c(=O)c5c(C)c(C)sc5nc34)CC2)c1	0.5	-4	-7	6	-1.4	-51	0.6	1	11
Cc1cc(OC(=O)c2ccc(S(=O)(=O)N3CCCC3)cc2)c([N+](=O)[O-])c(=O)[nH]1	0.3	-5	-1	-25	-1.1	20	0.8	2	0
Cc1ccccc1-n1nc2c(c1NC(=O)c1c(-c3ccccc3Cl)noc1C)CS(=O)(=O)C2	1.1	-6	4	8	-1.3	8	-0.7	5	-27
CCN(CC)c1ccc(C(=O)OCC(=O)N2CCN(c3ccccc3)CC2)cc1	0.0	-25	4	33	-1.1	25	0.5	4	18
CN1C(=O)/C(=C/c2ccccc2OCc2ccc(F)cc2)N(C)C1=S	-0.4	-12	-9	27	-0.2	46	-0.5	7	-53
COc1ccc(Cc2nc(-c3ccc(-n4cccc4)cc3)no2)cc1OC	6.8	-14	-12	36	0.5	-1	3.2	1	-8
CC(=O)c1sc(N/N=C/c2ccc(C(C)C)cc2)nc1C	0.4	-5	-8	64	0.8	-5	2.7	8	-10
O=C(O)c1cc2cc(F)ccc2[nH]1	0.2	3	-4	-9&12&3	1.6	113*!	0.8	0	-13
COc1ccc2c(c1)c(=O)c(Br)c(C)n2Cc1ccccc1	-1.4	-7	5	54	0.8	68*	-0.1	2	-10
O=C(NCCN1C(=O)S/C(=C\c2cccs2)C1=O)c1ccc(=O)[nH]c1	1.3	9	-33	43	-0.5	-69	0.5	-1	-9
CCOC(=O)N1CCC(Nc2c(NCCCN3CCN(c4ccc(OC)cc4)CC3)c(=O)c2=O)CC1	0.2	0	-2	-6	0.0	-25	-0.1	.	-8
CCOc1ccc(S(=O)(=O)N/N=C(\C)C2CCCCC2)cc1	-1.3	-10	-11	35	0.1	18	0.6	1	-15
COc1ccc(C2C(C(=O)c3sc(C)nc3C)=C(O)C(=O)N2CCN(C)C)cc1 (stereo not given)	1.7	7	5	34	0.4	11	0.4	0	5
Cc1nn(C)cc1CNC(=O)Nc1cccc(Cl)c1	-1.0	-10	-18	-16	1.6	15	0.5	2	-6
Cc1ccc(-c2cc(C(=O)OCC(=O)N(C)C3CCS(=O)(=O)C3)c3ccccc3n2)o1 (stereo not given)	0.3	-1	-9	-2	-2.0	-24	0.0	3	-3
Cc1cc(SCC(=O)NCCN2C(=O)CSC2=O)nc2ccccc12	0.6	3	-13	10	0.4	20	0.0	1	2
COc1ccc(Cl)cc1NC(=O)CN(C)CC(=O)NC(C)c1ccccc1 (stereo not given)	-1.5	6	-18	-2	1.1	-18	-0.4	-5	-3
Nc1ccc(/C=C/C(=O)c2ccco2)cc1	6.6	2	9	-23	0.3	-15	9.0	-5	5
COc1cnn(-c2ccc(F)cc2)c(=O)c1Br	0.4	-3	-5	2	-0.3	7	0.7	1	13
CCOC(=O)c1nn(-c2ccccc2)c(=O)cc1SC(C)C	-1.0	14	6	10	-0.4	1	-0.3	-2	32
Cc1[nH]nc(SCC(=O)NCc2ccc(Cl)cc2)c1[N+](=O)[O-]	-0.6	12	-21	8	-1.4	-24	1.0	2	-1
CN1/C(=C\C(=O)c2oc3ccccc3c2N)C(C)(C)c2ccccc21	-0.2	-8	-9	-29	-0.2	-31	0.5	5	-3
CCN(CC)S(=O)(=O)c1ccc2c(c1)C(=NO)c1cc(S(=O)(=O)N(CC)CC)ccc1-2	1.7	-1	-15	-22	-1.3	2	0.7	6	-29
CN(C)/C=C(\C#N)C(=O)c1cccnc1Oc1cccc(F)c1	0.6	-15	-22	2	0.6	32	0.6	-2	-3
Cn1c(=O)oc2cc(S(=O)(=O)NCCC(=O)NC3CCCc4ccccc43)ccc21 (stereo not given)	1.4	0	1	-1	-1.3	8	0.8	4	7
COC(=O)c1ccc(Cn2cnc3c(sc4nc(N5CCOCC5)c5c(c43)CCCC5)c2=O)o1	-0.7	0	-16	39	0.9	0	0.9	3	-17
O=Cc1sc(=O)n(Cc2cccc(C(=O)O)c2)c1Cl	0.6	-15	14	-1	-0.9	-7	0.7	.	16
COc1ccc(CNC(=O)c2cnn3c(C(F)F)cc(C)nc23)cc1OC	4.3	-13	-38	-5	2.0	-10&-14	1.5	-1	-14
O=C(c1ccco1)N1CCN(c2ncnc3c2[nH]c2ccccc23)CC1	2.0	-8	-2	-19	-3.0	-73	1.6	1	-3
O=C(N/C(=C/c1ccco1)C(=O)N1CCCCC1)c1cccs1	0.7	-13	2	9	1.5	5	0.8	0	-7
COc1cc(-c2cc(-c3ccc(O)cc3)nc(N)c2C#N)ccc1O	-1.7	4	15	15	0.6	-71&-71	-1.6	0	8
Cc1nc2ccccc2c(=O)n1NC(=O)c1ccccc1[N+](=O)[O-]	-1.1	5	-32	-11	0.0	18	-0.2	0	18
CC(N=Cc1nc(-c2ccccc2)oc1O)c1ccccc1 (stereo not given)	-1.2	1	-10	28	2.5	-27	0.3	7	-2
